High-throughput results deposited in PubChem by National Center for Advancing Translational Sciences (NCATS).
Giardia FBPA inh: inhibitors of Giardia lamblia fructose-1,6-bisphosphate aldolase; AID 2451; Potency, µM (doses to about 59.6 µM), without a hit: at the top dose activity, negative = inhibition, hits mostly inhibitors; 290,000 tested, 0.71% active; A8B2U2; purified Giardia FBPA; also: potency is read from the fitted curve at half-maximal effect; nearly all actives have a fitted effect of over 55% in size
Target sequence (A8B2U2 whole entry, looked up): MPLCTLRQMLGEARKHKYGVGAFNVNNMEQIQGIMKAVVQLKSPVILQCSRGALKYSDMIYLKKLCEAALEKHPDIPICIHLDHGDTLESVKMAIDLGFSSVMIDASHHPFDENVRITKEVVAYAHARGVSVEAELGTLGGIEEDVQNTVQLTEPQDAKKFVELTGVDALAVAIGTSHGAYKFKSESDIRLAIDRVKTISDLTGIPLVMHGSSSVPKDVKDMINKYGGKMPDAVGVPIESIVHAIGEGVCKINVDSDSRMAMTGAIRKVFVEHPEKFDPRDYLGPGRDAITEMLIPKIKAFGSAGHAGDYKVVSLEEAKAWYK
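40 nM FBPA preincubated 10 min at RT with compound (up to 57.5 uM final), then substrate plus GAPDH/TPI/NAD/arsenate coupling and diaphorase/resazurin added. Fluorescence read after 20 min at RT, 525/598 nm.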
Sm TGR block: S. mansoni TGR enzyme inhibition; Q962Y6; purified TGR, DTNB reduction, TNB absorbance 405 nm; Potency, µM (top dose mostly 114 µM), without a hit: at the top dose activity change, negative = inhibition, usual class: inhibitors; 360,000 tested, 3% active; AID 485364; also: potency is read from the fitted curve at half-maximal effect; nearly all actives have a fitted effect of over 60% in size
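First, TGR (20 nM dispensed) and NADPH were mixed with compound. Second, a 15 min room-temperature incubation followed. Third, further NADPH and then DTNB were added to start the reaction. Finally, TNB absorbance was monitored kinetically.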
HCV inhibitor: blocks hepatitis C virus | Huh7.5.1 HCVcc-Cre infection, luciferase reporter, 44 h | Potency, µM (series often up to 41.8 µM), without a hit: top-dose activity change, negative = inhibition, usual class: inhibitors | 340,000 tested, 3.4% active | AID 651820; also: potency is read from the fitted curve at half-maximal effect
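Cells (1,000/well) were plated 4 h before compound, then infected with HCVcc-Cre virus (~0.5 moi). After 44 h further culture, infection was read as luciferase luminescence following a 15 min substrate incubation at room temperature.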
AmpC detergent: blocks E. coli AmpC beta-lactamase in detergent assay. Potency, µM (highest dose often 114 µM), inactives show at the top dose activity change, negative = inhibition, hits mostly inhibitors. P00811. 370,000 tested, 0.041% active. AID 485294. AmpC hydrolysis of nitrocefin, absorbance 480 nm, 0.01% Triton;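 also: potency is read from the fitted curve at half-maximal effect; 0% = no-compound wells and -100% = no-enzyme wells; nearly all actives have a fitted effect of over 25% in size; some results filed as inactive show a strong effect at the top dose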
Target sequence (P00811 whole entry, looked up): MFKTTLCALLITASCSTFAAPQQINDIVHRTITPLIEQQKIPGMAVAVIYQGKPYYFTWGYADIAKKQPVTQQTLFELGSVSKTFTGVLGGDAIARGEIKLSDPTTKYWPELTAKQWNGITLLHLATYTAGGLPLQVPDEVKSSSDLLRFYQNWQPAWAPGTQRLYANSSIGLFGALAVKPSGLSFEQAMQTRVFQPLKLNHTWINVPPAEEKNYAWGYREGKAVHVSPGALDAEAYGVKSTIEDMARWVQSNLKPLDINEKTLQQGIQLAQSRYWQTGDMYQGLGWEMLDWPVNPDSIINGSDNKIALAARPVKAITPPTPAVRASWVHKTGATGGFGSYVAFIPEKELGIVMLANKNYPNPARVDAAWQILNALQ
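AmpC (5.3 nM in the dispensed reagent) in 20 mM phosphate pH 7.0 with 0.01% (detergent screen) or 0.0001% Triton X-100 was preincubated with compounds for 15 min at room temperature. Nitrocefin was then added from an 800 uM solution, and hydrolysis was followed at 480 nm.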
AMA1-RON2 inh: disrupts binding of P. falciparum AMA1 to RON2. AlphaScreen AMA1-biotinylated RON2 peptide binding. Potency, µM (doses to about 58.2 µM), without a hit: top-dose activity change, negative = inhibition, hits mostly inhibitors. 360,000 tested, 0.2% active;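 also: potency is read from the fitted curve at half-maximal effect; 0% = vehicle wells and -100% = peptide control; nearly all actives have a fitted effect of over 45% in size; some results filed as inactive show a strong effect at the top dose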
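AMA1 (3D7) with his tag at 25 nM final met compounds first, then biotinylated RON2 peptide at 25 nM; detection used donor plus acceptor beads, 10 µg/mL apiece, read by AlphaScreen after 30 min at room temperature.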
HCMV antiviral: blocks human cytomegalovirus replication | activity change, negative = inhibition, % at 57.5 µM | 410,000 tested, 4.5% active | HFF cells, HCMV-luciferase reporter, 72 h; active compounds read low; in the data active = activity change below about -60%; inconclusive = no clear call, values can overlap the other calls; inactive = above about -39%
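Luciferase read-out from HCMV-luciferase-infected HFFs (MOI 1 PFU/cell) 72 h post infection at 37C; compounds added after 16 h cell attachment; activity normalized between buffer-only basal and Salinomycin (10uM) inhibitor controls.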
* hit, by the source's call; ? = inconclusive; . = not tested or not shown; & = joins results of further samples; [ ] = dose if it differs, or a comment. Unless noted, calls follow the shape of the dose curve; as a rule, active = well fitted curve in the direction sought with a large enough effect; inconclusive = small, poorly fitted or top-dose-only effect, or another doubt; inactive = no such curve, though single readings can be large; an effect the other way counts as inactive or inconclusive. Unless noted, % is scaled to controls: 0 for no effect and ±100 for the full control effect.

SMILES | Giardia FBPA inh | Sm TGR block | HCV inhibitor | AmpC detergent | AMA1-RON2 inh | HCMV antiviral
COc1cccc(C2CC(c3cccs3)=NN2S(C)(=O)=O)c1 (configuration not stated) | -1% | 1% | 4% | -3% | -2% | -30
O=C(Nn1cnnc1)c1ccc(Br)s1 | 1% | -3% | 11% | -9% | -5% | 102
CCOC(=O)CSc1ncc(-c2ccccc2)cn1 | 4% | 7% | 1% | -13% | 15% | 12
C[C@@H]1C=CC(=O)O[C@@H]1c1ccc(Cl)cc1 | 2% | -22% | -17% | -8% | 14% | -92*
COc1ccc(OC)c(C(=O)N/N=C/c2ccccn2)c1 | 4% | 0% | 9% | 4% | 70%[activator] | 19
COc1ccc(N(CC(=O)NCCSCc2ccccc2Cl)S(C)(=O)=O)cc1Cl | -1% | 7% | -25% | 6% | -8% | 9
O=S(=O)(Nc1cccc(-n2cnnn2)c1)c1cccc(Cl)c1 | . | 1% | 3% | -7% | -7% | 12
O=C1CC(c2ccc(Cl)cc2)Sc2nc(-c3ccc(F)cc3)nn21 (configuration not stated) | . | 4% | . | 11% | . | 13
CCOC(=O)c1cn2nc(Oc3cccc(F)c3)ccc2n1 | 0% | -5% | 8% | -7% | 7% | ?
Cc1ccc(-c2nc3cc(NC(=O)c4cc5ccccc5o4)ccc3o2)cc1 | . | 1% | . | -2% | . | 34
CN(Cc1nc2ccccc2c(=O)[nH]1)C(=O)c1cccc(NC(=O)c2cccs2)c1 | . | . | -12% | . | 5% | -7
COc1ccc2nc(N3C(=O)/C(=C/c4ccc(Cl)cc4)NC3=S)sc2c1 | 21% | 5% | -8% | ? | 35%[activator] | 64
Cn1nc(C(=O)OCC(=O)Nc2ccc(SC(F)F)cc2)c2ccccc2c1=O | . | . | 5% | . | -8% | 13
O=C(c1cccc2c1-c1ccccc1/C2=N/O)N1CCCCC1 | 20% | -2% | -21% | -8% | -5% | 2
COc1ccc(N2CC(c3nc(-c4ccccc4C)no3)CC2=O)cc1Cl (configuration not stated) | . | 6% | . | 20% | . | 21
CCn1c(SCC(=O)NNC(=O)c2ccc(C)cc2)nnc1C(C)C | 3% | -2% | 7% | -1% | 2% | 2
OC1CSc2nc3ccccc3n2C1 (configuration not stated) | 0% | 0% | -19% | 3% | 7% | -23
CC(=O)Nc1ccc(S(=O)(=O)N(C)c2ccc(OCC(=O)OCC(=O)NCc3ccco3)cc2)cc1 | -6% | -28% | 23% | 5% | 1% | -34
COc1ccc(S(=O)(=O)N2CCOCC2)cc1C(=O)N(C)Cc1ccccc1F | . | 2% | -7% | -1% | -4% | 16
CCc1nnc(SCc2ccc(C(=O)OC)o2)n1N | -8% | -28% | 2% | -2% | -13% | -17

One compound at a time, as listed above:
CC(=O)Nc1ccc(S(=O)(=O)N(C)c2ccc(OCC(=O)OCC(=O)NCc3ccco3)cc2)cc1 is listed with Giardia FBPA inh: -6%; Sm TGR block: -28%; HCV inhibitor: 23%; AmpC detergent: 5%; AMA1-RON2 inh: 1%; HCMV antiviral: -34
CN(Cc1nc2ccccc2c(=O)[nH]1)C(=O)c1cccc(NC(=O)c2cccs2)c1 is listed with Giardia FBPA inh: .; Sm TGR block: .; HCV inhibitor: -12%; AmpC detergent: .; AMA1-RON2 inh: 5%; HCMV antiviral: -7

(continued)
SMILES | Giardia FBPA inh | Sm TGR block | HCV inhibitor | AmpC detergent | AMA1-RON2 inh | HCMV antiviral
CC1CCN(C(=O)Cn2cc(SCc3cccc(F)c3)c3ccccc32)CC1 | . | 1% | . | 18% | . | -10
O=C(O/N=C/c1ccc(Cl)cc1)C1CCCCC1 | 6% | 1% | 28% | -13% | 3% | 7
CSc1ncc(CN2CCN(C3CCCC3)C(CCO)C2)cn1 (configuration not stated) | -3% | -7% | -3% | -3% | 2% | -13
Cc1nn(-c2cc(Cl)ccc2Cl)c(C)c1C(=O)O | 7% | 5% | 16% | -15% | -9% | -3
CCOc1cc(C(=O)N(C)Cc2cc3ccccc3[nH]c2=O)cc(OCC)c1OCC | 7% | -14% | 0%&-24% | 0% | 11% | 9
Cc1cc(-n2c(C)nc3ccccc3c2=O)ccc1NC(=O)c1ccccc1[N+](=O)[O-] | . | 11% | . | 1% | . | -10
O=C1CSC(c2cccnc2)N1c1ccc(Cl)cc1 (configuration not stated) | 4% | 0% | 7% | -4% | -3% | 31
COc1cccc(S(=O)(=O)NCc2ccc(C(=O)N3CCN(C)CC3)cc2)c1 | -17% | -25% | 10% | 1% | 0% | 11
COc1ccccc1C/C(N)=N/O | -9% | 2% | 3% | -2% | -10% | 26
CC(=O)Nc1cccc(C(=O)NCCc2ccco2)c1 | -1% | -1% | 13% | -14% | 1% | 85
COc1ccc(CN2CCN(Cc3ccccc3F)CC2)cc1OC | 16µM* | 13% | -23% | ? | ? | -14
NC(=O)C1CCN(C(=O)C2CCN(S(=O)(=O)c3ccccc3)CC2)CC1 | 2% | 0% | 9% | -13% | 21% | 24
CC(C)(C)c1ccc(-c2n[nH]c(=S)n2-c2ccccc2)cc1 | 20% | -1% | -5% | -10% | 42%[activator] | 19
COc1ccccc1-c1nnc(SCc2nc3ccccc3s2)n1C | -2% | -17% | 20% | -4% | 5% | 44
C=C(C)CNC(=S)NNC(=O)c1ccco1 | -18% | -3% | 16% | ? | 53%[activator] | 5
COc1ccc(OCC(=O)N/N=C(\C)CC(=O)Nc2ccc(OC)cc2[N+](=O)[O-])cc1 | -7% | -6% | 8% | 3% | 7% | ?
S=C(NCc1ccc(Cl)cc1)NCc1ccccn1 | -2% | . | -26% | -10% | 70%[activator] | -6
CN(Cc1ccccc1)C(=O)c1cn(C)c2ccc(S(=O)(=O)N3CCCCC3)cc2c1=O | . | -7% | . | 2% | . | -5
Cc1ccc(Nc2nc(N)c([N+](=O)[O-])c(N3CCCC(C)C3)n2)cc1C (configuration not stated) | -12% | -20% | 34%[activator] | 1% | -1% | -62*
N/C(=N\OC(=O)c1ccc([N+](=O)[O-])cc1)c1ccccn1 | 1% | 6% | 13% | -10% | 28% | 27
O=C(NCCCN1CCOCC1)c1onc(CSc2ccncc2)c1C(=O)NCCCN1CCOCC1 | . | . | 9% | . | 2% | 12
O=C1CC2(CCN1)CCN(Cc1ccccc1)CC2 | . | . | 22% | . | 4% | 4
Cc1ccc(C(=O)c2nocc2C(=O)c2cccs2)cc1 | -13% | ? | 9% | 2% | -5% | 31
COc1ccc(S(=O)(=O)NNC(=O)c2ccc([N+](=O)[O-])cc2)cc1 | 13% | -4% | 11% | -13% | 21% | 6
O=C(NCCc1nc2ccccc2[nH]1)/C(=C/c1ccco1)NC(=O)c1ccc(Br)cc1 | 4% | -17% | 16% | 0% | 44%[activator] | 10
S=C(NCCN1CCCCC1)Nc1ccc(Br)cc1 | 9% | 4% | ? | -10% | -24% | ?
CCc1ccc(CNC(=O)CN2C(=O)COc3ccccc32)cc1 | 3% | 8% | 4% | -1% | 13% | -9
CCOc1ccc2ccccc2c1CNCCc1ccc(S(N)(=O)=O)cc1 | -17% | 0% | 4% | ? | 6% | -29
CCOC(=O)C(NS(=O)(=O)c1ccc(C)cc1)(C(F)(F)F)P(=O)(OCC(C)C)OCC(C)C (configuration not stated) | 0% | 22µM* | ? | -10% | -10% | -36
C[C@H](CO)N1C[C@H](C)[C@@H](CN(C)S(=O)(=O)c2cccs2)Oc2c(NC(=O)NC3CCCCC3)cccc2C1=O | . | . | -22% | . | -4% | -14
CCS(=O)(=O)N1CCC(C(=O)NCC2CCCO2)CC1 (configuration not stated) | 0% | 1% | 12% | 4% | -6% | -17
CN1CCN(CC(=O)Nc2ccccc2Oc2ccccc2)CC1 | 1% | -2% | 10% | -3% | 9% | -12
C=CCSc1nc(C)c(CCC(C)C)c(=O)[nH]1 | -10% | 4% | 7% | 3% | 0% | 10
COc1ccc(NC(=O)C2CC(c3ccc(Cl)cc3)=NO2)cc1OC (configuration not stated) | -6% | 11% | ? | -15% | -4% | 23
CSc1ccccc1NC(=O)COC(=O)c1cnc(C)cn1 | . | . | 8% | . | -9%[11.6 µM] | 3
CCCCN1CC(COCc2ccccc2)Oc2ccccc2S1(=O)=O (configuration not stated) | . | . | -24% | . | 24% | -18
CC(NC(=O)c1cccs1)c1nnc(SCc2ccc(Cl)cc2Cl)n1C (configuration not stated) | 3% | -10% | 13% | -18% | 0% | -19
Cc1cccc(N2C(=O)CC(N3CCC(c4nc5ccccc5[nH]4)CC3)C2=O)c1 (configuration not stated) | 3% | 35µM* | 8% | 4% | 19% | -7
CCCCN(CC)CCCNC(=O)c1ccc2c(c1)N(Cc1ccc(C)cc1)C(=O)c1ccccc1S2 | . | 2% | . | 10% | . | -98*
CN(CC(=O)Nc1ccc(N2CCOCC2)cc1)C(=O)C1CCCC1 | 7% | 1% | 16% | 1% | 4% | 1
Cn1c(=O)[nH]c(=O)c2c1nc(N/N=C/c1cccnc1)n2Cc1ccc(Cl)cc1 | -16% | -7% | 5% | 1% | 14% | 171
O=C(NCCN1CCOCC1)C1CC(=O)N(c2ccc(F)cc2)C1 (configuration not stated) | 11% | -5% | -7% | 4% | 7% | 19
Cc1cccc(CCNS(=O)(=O)c2cnc[nH]2)c1 | 3% | 0% | 3% | -1% | 3% | 22
Cc1cc(C)c2sc(N(CCN(C)C)C(=O)c3c(F)cccc3F)nc2c1 | -13% | 0% | -5% | 3% | -18% | 0
CCC(CC)COC(=O)C(C#N)c1nc2ccccc2nc1N1CCOCC1 (configuration not stated) | 0% | 10% | -24% | 0% | -6% | ?

Grouped by structure, the entries above with fluorine (9)
SMILES | Giardia FBPA inh | Sm TGR block | HCV inhibitor | AmpC detergent | AMA1-RON2 inh | HCMV antiviral
O=C1CC(c2ccc(Cl)cc2)Sc2nc(-c3ccc(F)cc3)nn21 (configuration not stated) | . | 4% | . | 11% | . | 13
CCOC(=O)c1cn2nc(Oc3cccc(F)c3)ccc2n1 | 0% | -5% | 8% | -7% | 7% | ?
Cn1nc(C(=O)OCC(=O)Nc2ccc(SC(F)F)cc2)c2ccccc2c1=O | . | . | 5% | . | -8% | 13
COc1ccc(S(=O)(=O)N2CCOCC2)cc1C(=O)N(C)Cc1ccccc1F | . | 2% | -7% | -1% | -4% | 16
CC1CCN(C(=O)Cn2cc(SCc3cccc(F)c3)c3ccccc32)CC1 | . | 1% | . | 18% | . | -10
COc1ccc(CN2CCN(Cc3ccccc3F)CC2)cc1OC | 16µM* | 13% | -23% | ? | ? | -14
CCOC(=O)C(NS(=O)(=O)c1ccc(C)cc1)(C(F)(F)F)P(=O)(OCC(C)C)OCC(C)C (configuration not stated) | 0% | 22µM* | ? | -10% | -10% | -36
O=C(NCCN1CCOCC1)C1CC(=O)N(c2ccc(F)cc2)C1 (configuration not stated) | 11% | -5% | -7% | 4% | 7% | 19
Cc1cc(C)c2sc(N(CCN(C)C)C(=O)c3c(F)cccc3F)nc2c1 | -13% | 0% | -5% | 3% | -18% | 0
